High-throughput results from PubChem.
mIAP inh: mouse IAP inhibition; purified mouse IAP, CDP-Star luminescence, 30 min; inhibition, % at 10 µM; 330,000 compounds, 0.2% hits; AID 2806;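 active = inhibition of at least 40% at 10 µM in the primary screen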;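 also: plate controls were DMSO with enzyme for no effect and no enzyme wells for full effect; values of inactives mirror those of a sister screen read the other way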
A3A deaminase: blocks human APOBEC3A ssDNA deamination; P31941; recombinant A3A, FAM/TAMRA ssDNA deamination fluorescence; inhibition, % at 20 µM; 330,000 compounds, 0.41% hits; AID 493011;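 active = at least 40% inhibition at 20 µM here, with at most 30% in a related deaminase screen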;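 also: plate controls were A3A with DMSO for no effect and wells lacking A3A enzyme for full effect; some results filed as inactive read as strong as hits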
Target sequence (P31941 whole entry, looked up): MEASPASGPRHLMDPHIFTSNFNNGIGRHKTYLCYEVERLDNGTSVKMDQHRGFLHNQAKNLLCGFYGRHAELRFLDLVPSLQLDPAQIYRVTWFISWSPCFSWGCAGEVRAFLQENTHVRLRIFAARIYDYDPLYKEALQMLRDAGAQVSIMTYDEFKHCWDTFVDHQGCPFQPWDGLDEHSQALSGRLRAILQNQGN
beta cell repl: induces beta-cell replication in MIN6 cells | MIN6 cells proliferation, ATPlite luminescence, 48 h; cells starved in 0.2% serum; 100% = growth in 10% serum | proliferation, % at 10 µM | 330,000 compounds, 0.29% hits;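 active = compounds whose signal lies at least 3.5 SD above the mean of all wells on their plate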;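 also: 0% = DMSO-treated cells in low-serum medium and 100% = 10% serum control; some compounds called inactive have numbers as strong as hits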
ATG4B inhibitor: ATG4B (human) cysteine protease inhibition. ATG4B cleavage of LC3-PLA2, NBD-HPC fluorescence, 1 h. inhibition, % at 8.33 µM. Q9Y4P1. AID 504462. 340,000 compounds, 0.51% hits; in the data active = inhibition above about 40%
Target sequence (Q9Y4P1 whole entry, looked up): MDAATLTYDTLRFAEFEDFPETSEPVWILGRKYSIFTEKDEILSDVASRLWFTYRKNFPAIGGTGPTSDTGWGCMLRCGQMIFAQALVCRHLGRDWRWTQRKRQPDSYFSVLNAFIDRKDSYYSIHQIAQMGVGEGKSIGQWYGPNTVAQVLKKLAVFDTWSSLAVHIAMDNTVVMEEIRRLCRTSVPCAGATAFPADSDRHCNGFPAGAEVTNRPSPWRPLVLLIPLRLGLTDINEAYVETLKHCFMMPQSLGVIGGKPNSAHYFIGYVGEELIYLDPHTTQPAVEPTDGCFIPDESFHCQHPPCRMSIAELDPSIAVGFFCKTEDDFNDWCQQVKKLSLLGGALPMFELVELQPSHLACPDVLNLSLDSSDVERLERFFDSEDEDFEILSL
mIAP act: increases mouse intestinal alkaline phosphatase activity; muIAP, CDP-Star luminescence, 30 min; active compounds read high; 1 = vehicle-only enzyme signal, 0 = enzyme-free wells; 330,000 compounds, 0.24% hits; activation factor at 10 µM;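 active = activation factor of at least 2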; also: the source names both 10 and 20 µM as test concentration; values of inactives mirror those of a sister screen read the other way
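System: mouse IAP enzyme. Reagent: CDP-Star chemiluminescent phosphatase substrate. Benchmarks: DMSO wells, no-enzyme wells. Times: 30 min enzyme-substrate-compound incubation at room temperature. Detection: luminescence from enzymatic CDP-Star hydrolysis. Doses: test compounds delivered from DMSO solution.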
hIAP block: human IAP inhibition; P09923; purified IAP, CDP-Star luminescence, 30 min; inhibition, % at 10 µM; 330,000 compounds, 0.12% hits; AID 2544;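 active = inhibition reaching a set limit with compound at 10 µM in the primary screen, cut at about 35% in these data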;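 also: plate controls were DMSO wells with enzyme for no effect and no-enzyme buffer wells for full effect; values of inactives mirror those of a sister screen read the other way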
hIAP act: increases human intestinal alkaline phosphatase activity | P09923 | purified human IAP, CDP-Star luminescence, 30 min; active compounds read high; 1 = vehicle-only enzyme, 0 = enzyme-free background | activation factor at 10 µM | 330,000 compounds, 0.16% hits | AID 2524;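 active = activation factor of the enzyme at least 2-fold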; also: the source names both 10 and 20 µM as test concentration; values of inactives mirror those of a sister screen read the other way
A3G deaminase: APOBEC3G (human) deaminase inhibition; Q9HC16; recombinant A3G, ssDNA deamination FAM/TAMRA fluorescence; inhibition, % at 20 µM; 330,000 compounds, 0.28% hits; AID 493012;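 active = inhibition of at least 40% at 20 µM, with no more than 30% in the related APOBEC3A deaminase screen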;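 also: plate controls were DMSO wells with A3G for no effect and wells lacking A3G enzyme for full effect; some compounds called inactive have numbers as strong as hits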
Target sequence (Q9HC16 whole entry, looked up): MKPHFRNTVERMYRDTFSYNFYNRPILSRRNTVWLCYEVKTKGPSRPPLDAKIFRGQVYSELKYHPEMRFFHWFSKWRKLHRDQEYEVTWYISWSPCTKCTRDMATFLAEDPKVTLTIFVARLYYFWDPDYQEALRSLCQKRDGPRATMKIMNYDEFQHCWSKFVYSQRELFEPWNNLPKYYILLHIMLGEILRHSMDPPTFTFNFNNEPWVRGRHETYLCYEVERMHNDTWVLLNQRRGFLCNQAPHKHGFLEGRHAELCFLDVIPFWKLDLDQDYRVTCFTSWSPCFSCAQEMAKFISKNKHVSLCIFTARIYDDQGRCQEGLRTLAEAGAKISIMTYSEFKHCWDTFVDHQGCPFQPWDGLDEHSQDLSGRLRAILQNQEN
MPTP inh: permeability transition pore inhibition. isolated mouse mitochondria, Ca2+ swelling absorbance, 30 min. 360,000 compounds, 1.4% hits. inhibition, % at 10 µM;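 active = inhibition of 50% or more, scaled per plate between neutral and stimulator controls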;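 also: 0% = DMSO wells given calcium and 100% = 1 mM EGTA wells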
* marks the source's active call; other numbers are inactive results.

SMILES	mIAP inh	A3A deaminase	beta cell repl	ATG4B inhibitor	mIAP act	hIAP block	hIAP act	A3G deaminase	MPTP inh
COC(=O)c1ccccc1NC(=O)CN(Cc1ccccc1)S(C)(=O)=O	4	-2	2	-9	0.96	1	0.99	-9	-0.3
O=C1CCCN1CN1CCCCC1	3	-3	-3	-1	0.97	-21	1.2	3	2.2
O=C(Oc1cccnc1)c1cc(S(=O)(=O)N2CCOCC2)ccc1Cl	2	-3	0	-7	0.98	12	0.88	-4	-1.3
CCOC(=O)Cc1csc(SCc2cc(=O)oc3cc(O)ccc23)n1	10	0	0	-10	0.9	5	0.95	-4	1.2
O=C(OCC(=O)N1CCN(S(=O)(=O)c2ccc(Cl)cc2)CC1)C1CCC1	-6	-3	-1	0	1.1	-2	1	-10	-1.2
CN1CCn2c1nc(N1CCCCC1)nc2=O	-5	1	-1	-3	1.1	2	0.97	1	-0.2
COc1c(/C=N/Nc2nc(N3CCCCC3)nc(N3CCCCC3)n2)cccc1[N+](=O)[O-]	-3	-3	0	0	1	1	0.99	-6	3.2
COc1cc(C(=O)NNC(=S)NC(=O)c2ccccc2C)cc(OC)c1OC	1	-5	-2	-10	0.99	-58	1.6	-12	2.3
Cc1ccc(-c2csc(NC(=S)NC(=O)c3cc4ccccc4o3)n2)cc1	5	2	1	-6	0.95	3	0.97	-6	0.4
O=C(Nc1ccccc1C(=O)N/N=C/c1ccccc1)c1ccco1	6	-4	-5	2	0.94	-6	1.1	-2	0.7
Cc1cccc(N2CCN(C(=O)c3ccoc3C)CC2)c1C	-5	2	-3	9	1.1	-2	1	-7	1.2
CN1CCN(/N=C/c2ccc(Br)cc2)CC1	7	-3	-3	0	0.93	13	0.87	-17	0.8
Fc1ccc(-n2nnc(-c3ccnc4ccccc34)n2)cc1	-12	0	-4	-4	1.1	6	0.94	-3	0.3
O=S(=O)(c1ccc(F)cc1)N1CCN(CC(O)COc2ccccc2F)CC1 (stereo not given)	-4	-2	-5	-2	1	-4	1	-4	0.4
CCc1c(C2(O)CCCCC2)[nH]c2ccc(C#N)cc12	-12	-10	-2	-2	1.1	-13	1.1	-12	1.6
Cc1ccc(S(=O)(=O)c2nnn3c2nc(NC2CCN(Cc4ccccc4)CC2)c2ccccc23)cc1C	10	1	-7	-2	0.9	13	0.87	0	-1.1
CC(=O)N1CCN(S(=O)(=O)c2cccc(C(=O)OCC(=O)N(Cc3ccccc3)C(C)(C)C)c2)CC1	-6	-4	1	-7	1.1	-2	1	-8	-0.9
CCCC[C@@H]1CNCCN1CC1(c2ccccc2)CC1	-4	-8	-5	-7	1	3	0.97	-8	1.0
c1ccc(CCCc2nc(-c3cccnc3)no2)cc1	9	-5	0	-3	0.91	-5	1.1	-4	-1.8
COc1ccc(NC(=O)CCN2C(=O)[C@@H]3[C@H](C2=O)[C@H]2C=C[C@@H]3C2)cc1	3	3	1	-3	0.97	-9	1.1	-1	0.2
Cc1cccc(NC(=O)c2ccc(S(=O)(=O)N3CCC(C)CC3)cc2)n1	5	-1	1	-1	0.95	-13	1.1	-9	1.0
COc1ccc(OC)c(S(=O)(=O)Nc2cccnc2)c1	5	1	2	-4	0.95	8	0.92	-5	-1.8
Cc1cccc(C2Nc3cccc4cccc(c34)N2)c1	5	2	-7	23	0.95	6	0.94	4	0.9
O=C(CSc1ncccc1-c1nc2ccccc2[nH]1)Nc1ccc2c(c1)OCCO2	24	0	0	-10	0.77	15	0.85	2	-0.3
COc1ccc(NC(=O)CSc2nc(O)cc(=O)n2-c2ccccc2)cc1	7	-1	1	-1	0.93	25	0.75	-8	-0.3
CCCC[N+](CC#Cc1ccccc1)(CCCC)CCCS(=O)(=O)[O-]	-11	2	-2	-2	1.1	3	0.97	1	-0.6
CC(C)(C)n1nc2c(c1NC(=O)Cc1ccccc1)CS(=O)(=O)C2	3	6	1	2	0.97	-1	1	-8	-1.0
Cc1ncsc1CCC(=O)N1CCCC(Nc2ccc(F)c(F)c2)C1 (stereo not given)	-3	3	3	-2	1	-20	1.2	-5	-0.4
Cc1ccc(NC(=O)C2CC(O)CN2C(=O)OCc2ccccc2)c(C)c1 (stereo not given)	2	-1	0	-1	0.98	6	0.94	-3	-0.6
Cc1ccc(-c2nnc(N3CCCCC3)c3ccccc23)cc1	8	-4	-5	9	0.92	-15	1.1	-8	8.5
CC(=O)Nc1cccc(OC(=O)c2ccoc2C)c1	3	8	-3	-14	0.97	-5	1	0	1.1
Cc1ccc(S(=O)(=O)Nc2c(C)nn(C)c2C)cc1	-2	2	-2	-1	1	14	0.86	0	-0.9
Cc1ccsc1C(=O)NNC(=O)COc1ccccc1Cl	17	4	6	-1	0.83	-14	1.1	-2	-1.9
CCCN(CC(=O)Nc1cc(C)on1)S(=O)(=O)c1cccc(C(F)(F)F)c1	3	8	-1	-13	0.97	16	0.84	-1	-0.8
C=CCc1ccc(OCCCCN2CC(C)OC(C)C2)c(OC)c1 (stereo not given)	-5	-2	1	-16	1.1	3	0.97	-2	-0.3
CC1=Nc2ccccc2NC(=O)C1Sc1nnc(C)s1 (stereo not given)	3	-2	0	-11	0.97	6	0.94	-5	0.7

An excerpt from above in order of count of non-hydrogen atoms, lowest first:
SMILES	mIAP inh	A3A deaminase	beta cell repl	ATG4B inhibitor	mIAP act	hIAP block	hIAP act	A3G deaminase	MPTP inh
Cc1ccc(S(=O)(=O)Nc2c(C)nn(C)c2C)cc1	-2	2	-2	-1	1	14	0.86	0	-0.9
CC1=Nc2ccccc2NC(=O)C1Sc1nnc(C)s1 (stereo not given)	3	-2	0	-11	0.97	6	0.94	-5	0.7
Cc1ccsc1C(=O)NNC(=O)COc1ccccc1Cl	17	4	6	-1	0.83	-14	1.1	-2	-1.9
CC(C)(C)n1nc2c(c1NC(=O)Cc1ccccc1)CS(=O)(=O)C2	3	6	1	2	0.97	-1	1	-8	-1.0

(more compounds)
SMILES	mIAP inh	A3A deaminase	beta cell repl	ATG4B inhibitor	mIAP act	hIAP block	hIAP act	A3G deaminase	MPTP inh
Cc1ccc(NC(=O)c2ccc(NCc3ccco3)c([N+](=O)[O-])c2)cc1Cl	12	1	0	-9	0.88	-12	1.1	-2	29
CCc1ccc(C2=NN(CCC(=O)NCC3CCCO3)C(=O)CC2)cc1 (stereo not given)	11	-4	3	-2	0.89	-7	1.1	-5	-0.1
C=CCC(C=C)S(=O)(=O)c1ccc(C)cc1 (stereo not given)	6	-2	-3	2	0.94	22	0.78	-2	-0.9
COc1ccc(CCNC(=O)c2cccc([N+](=O)[O-])c2)cc1OC	11	-1	1	-6	0.89	-10	1.1	-2	2.1
COc1ccc2cc(C#N)c(SCC(=O)Nc3nonc3C)nc2c1	-5	3	1	-5	1	-4	1	-7	1.4
CCCN1/C(=C2/SC(=S)N(CC)C2=O)C=Cc2ccccc21	26	8	2	2	0.74	34	0.66	5	4.9
COc1ccc(-c2csc3ncn(-c4ccccc4)c(=O)c23)cc1OC	-9	2	-2	-10	1.1	-12	1.1	2	-1.8
O=C(NC1CCCC1)C(=O)N(Cc1cccnc1)C(C(=O)NCc1ccco1)c1ccccc1F (stereo not given)	4	2	2	3	0.96	-2	1	-5	0.1
COC(=O)CC1SC(=O)NC1=Nc1ccc(C)cc1 (stereo not given)	-5	-3	-1	5	1	-15	1.2	-4	1.1
CSc1oc(-c2ccco2)nc1S(=O)(=O)c1ccc(C)cc1	14	8	-2	3	0.86	16	0.84	-1	-1.5
Cc1onc(-c2ccccc2)c1C(=O)NCc1cccs1	5	-3	-3	-5	0.95	3	0.97	-4	-1.7
CCOC(=O)Nc1nc(-c2ccccc2)c(C(=O)c2ccc(Cl)cc2)s1	8	-2	-6	22	0.92	2	0.98	-3	4.5
O=C(O)CSCCC(=O)Nc1ccc(F)cc1	4	-1	0	9	0.96	10	0.9	-5	-2.9
CCCCn1c(CNC(=O)CCC)nc2ccccc21	-1	0	2	-8	1	0	1	-4	0.7
CC1CCN(C(=O)COC(=O)c2ccc3c(c2)C(=O)N(Cc2ccco2)C3=O)CC1	4	-2	4	-2	0.96	8	0.92	-4	-0.4
COc1ccc(Cc2noc(CN(C)CCc3ccccc3)n2)cc1OC	0	4	-2	-3	1	-10	1.1	-1	1.3
CC(C)OC(=O)CSc1nnc(-c2ccc(Cl)cc2)n1N	-13	0	1	-7	1.1	0	1	-5	1.9
CCc1noc(C)c1C(=O)N(CC)CC(=O)Nc1ccccc1C(F)(F)F	0	2	5	2	1	-16	1.2	-5	-1.3
O=C(COc1ccc(-c2nnco2)cc1)Nc1ccc(C(F)(F)F)cc1	-4	0	1	-6	1	4	0.96	-8	-0.3
COc1ccc(C(C)C)cc1S(=O)(=O)NCCCn1ccnc1	-2	-5	0	2	1	2	0.98	-7	-0.5
Cc1ccc(CCNC(=O)c2cccc(N3CCCC3=O)c2)cc1	-2	-5	5	1	1	3	0.97	-7	-1.0
CNc1nc(SC)nc(N(C)C#N)n1	-3	2	-4	-4	1	-6	1.1	11	2.4
C/C(=N\NC(=O)COc1ccc2ccccc2c1)c1cccs1	6	0	5	-15	0.94	4	0.96	-5	-1.3
CCS(=O)(=O)Nc1ccc(-c2ccc(NS(=O)(=O)CC)c(OC)c2)cc1OC	1	-5	3	4	0.99	15	0.85	-6	2.6
COc1cc2[nH]c(=S)nc(NCc3ccc(Cl)cc3)c2cc1OC	8	-1	-3	10	0.93	13	0.87	-2	-1.1
Cc1ccc(S(=O)(=O)c2nc(S(=O)(=O)CCO)sc2N2CCOCC2)cc1	2	-5	0	1	0.98	8	0.92	-4	-0.1
NC(=O)c1sc2nccc(Nc3ccccc3)c2c1N	7	-1	4	-7	0.93	-14	1.1	-4	2.1
COC(=O)c1cc2n3ccccc3c(C)c(-c3ccccc3)c-2c1C(=O)OC	2	1	4	-1	0.97	-1	1	1	0.0
CC1=C(C#N)C(c2cccnc2)C2=C(CC(C)(C)CC2=O)N1 (stereo not given)	-2	-1	3	-7	1	-6	1.1	-10	-10
O=C(Nc1ccc(S(=O)(=O)N2CCCCC2)cc1)C1CC1	-1	1	0	6	1	-6	1.1	-7	0.3
COc1cccc(CNC(=O)CCS(=O)(=O)c2cc3c(cc2C)NC(=O)CO3)c1	0	0	-5	7	1	5	0.95	3	-0.6
O=P(O)(CCc1ccccc1)C(O)c1ccccc1 (stereo not given)	6	3	-3	-7	0.94	9	0.91	3	-0.3
O=S1(=O)c2ccccc2Nc2ccccc21	2	-3	-3	5	0.98	-4	1	3	-0.2
C=CCN=Cc1c(C)[nH]n(-c2ccccc2)c1=O	4	0	-3	-10	0.96	-9	1.1	-7	0.9
COc1ccc(NC(=O)COC(=O)CN2C(=O)C3CC=CCC3C2=O)c([N+](=O)[O-])c1 (stereo not given)	3	-2	0	3	0.97	6	0.94	-8	0.6
O=C(Nc1cc([N+](=O)[O-])ccc1C(=O)Nc1cccnc1)c1ccccc1	10	-5	3	1	0.9	-1	1	-11	2.1
COc1cc(NC(=O)c2ccc3c(c2)OCO3)c2ncccc2c1	2	-8	-1	14	0.98	-4	1	-5	-0.2
O=C(CCC1CCN(C(=O)c2ccco2)CC1)NCc1ccc(F)cc1	-1	-3	2	2	1	2	0.98	-3	0.5
Cc1cc(=O)[nH]c(N/N=C/C2=C(N3CCOCC3)C(=C\c3ccc(Cl)cc3)/CC2)n1	18	0	-3	-6	0.82	-1	1	-4	-2.2
O=C(OC(c1ccccc1)c1nccc2ccccc12)c1cccc([N+](=O)[O-])c1 (stereo not given)	6	1	-6	-3	0.94	3	0.97	-2	-0.7
